NALP1 inh – inhibitors of NALP1 inflammasome in yeast | S. cerevisiae NALP1/ASC/caspase-1 growth, X-gal OD620, 72 h | inhibition, % at 10 µM | 280,000 tested, 0.61% active | AID 2071; in the data active = inhibition mostly above about 24%, no sharp cut-off; inactive = mostly below about 32%; note: some compounds called inactive have numbers as strong as hits
MEKK3 PB1 HTS – raises or lowers MEK5 binding to the human MEKK3 PB1 domain; Q99759; bead-based flow cytometry, Alexa488-MEK5 binding to MEKK3; actives lie on both sides; 0 = blocked by unlabeled MEK5, 100 = vehicle; binding response (% of control), % at 10 µM; 290,000 tested, 1.4% active;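 active = binding response more than 3 SD above or below the average of its plate-row segment, actives on both sides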;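 note: Alexa488 bead fluorescence after subtracting the streptavidin-only scavenger bead signal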
Target sequence (Q99759 whole entry, looked up, the tested form may be a part): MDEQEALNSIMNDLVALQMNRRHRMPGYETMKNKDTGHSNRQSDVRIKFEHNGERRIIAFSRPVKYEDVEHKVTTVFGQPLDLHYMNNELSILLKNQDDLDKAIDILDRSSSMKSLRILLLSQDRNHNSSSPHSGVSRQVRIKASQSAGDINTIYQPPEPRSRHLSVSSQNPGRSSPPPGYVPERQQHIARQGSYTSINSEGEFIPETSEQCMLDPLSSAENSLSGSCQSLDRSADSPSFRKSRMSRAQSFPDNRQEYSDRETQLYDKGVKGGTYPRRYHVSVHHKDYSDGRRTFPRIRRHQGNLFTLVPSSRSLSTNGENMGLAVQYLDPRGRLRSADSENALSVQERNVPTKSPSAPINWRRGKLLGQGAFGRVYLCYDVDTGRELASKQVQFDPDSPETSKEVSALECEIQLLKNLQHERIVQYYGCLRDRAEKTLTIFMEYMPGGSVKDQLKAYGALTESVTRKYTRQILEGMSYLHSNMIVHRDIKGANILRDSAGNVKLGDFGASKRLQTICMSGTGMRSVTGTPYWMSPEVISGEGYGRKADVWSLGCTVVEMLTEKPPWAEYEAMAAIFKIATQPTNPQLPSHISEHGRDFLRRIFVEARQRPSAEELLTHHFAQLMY
MEKK2 WT-MEK5 – raises or lowers MEK5 binding to wildtype human MEKK2 PB1 domain. 290,000 tested, 1.1% active. AID 1531. bead flow cytometry, Alexa488-MEK5 binding to MEKK2 WT; actives lie on both sides. binding response (% of control), % at 10 µM; in the data active = binding response below about 67% or above about 130%
MEKK2 mut-MEK5 – signal of MEK5 binding to mutant human MEKK2 PB1 domain; percent response, % at 10 µM; bead flow cytometry, Alexa488-MEK5 binding to MEKK2 mutant; 290,000 tested, 0.35% active; in the data active = percent response above about 24%, passing the limit was not always enough; note: inactives centre near 1; some results filed as inactive read as strong as hits; reference of the scale not given here
PHOSPHO1 block – blocks human PHOSPHO1 phosphatase activity; Q8TCT1; recombinant PHOSPHO1, absorbance phosphatase assay; inhibition, % at 13.3 µM; 290,000 tested, 1.1% active; AID 1565; in the data active = inhibition above about 60%
PfM18AAP inh – blocks P. falciparum M18 aspartyl aminopeptidase | recombinant PfM18AAP, H-Glu-NHMec fluorogenic cleavage | 290,000 tested, 1.2% active | AID 1822 | inhibition, % at 7.35 µM;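 active = inhibition above the campaign mean inhibition over all tested compounds plus 3 SD, cut at about 28% in these data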;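 note: 0% = plate median of test compound wells and 100% = 2 mM ZnCl2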
OXTR ag – human OXTR agonism; CHO-OTR cells, Fluo-8 calcium fluorescence; normalized: DMSO 0%, oxytocin 100%; activation, % at 3 µM; 320,000 tested, 0.32% active; AID 2435;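 active = activation above the mean of all tested compounds plus 3 SD, cutoff set per screening run, cut at about 20% in these data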;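 note: peak over basal fluorescence ratio from a 100 s FLIPR kinetic read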
Target sequence (P30559 whole entry, looked up): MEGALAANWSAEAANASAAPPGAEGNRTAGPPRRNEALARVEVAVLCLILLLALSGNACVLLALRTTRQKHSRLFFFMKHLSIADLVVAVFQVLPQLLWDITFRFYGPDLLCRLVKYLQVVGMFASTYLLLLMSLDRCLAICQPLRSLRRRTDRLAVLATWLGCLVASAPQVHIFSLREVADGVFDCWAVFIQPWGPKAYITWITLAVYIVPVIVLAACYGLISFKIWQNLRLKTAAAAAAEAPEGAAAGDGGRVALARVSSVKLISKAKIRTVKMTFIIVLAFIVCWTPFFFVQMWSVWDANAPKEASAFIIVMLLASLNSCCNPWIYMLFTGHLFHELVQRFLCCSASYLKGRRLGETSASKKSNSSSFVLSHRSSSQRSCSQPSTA
FID counter – counter-screen for HCV NS3 helicase inhibitors: DNA intercalator displacement; inhibition, % at 7.9 µM; DNA fluorescent intercalator displacement, fluorescence; AID 1845; 290,000 tested, 0.17% active; in the data active = inhibition above about 37%;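 note: 0% = vehicle and 100% = reference compound; higher means more ethidium bromide displaced from hairpin DNA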
GPR7 antag – antagonists of human GPR7 (neuropeptides B/W receptor 1). P48145. GPR7-expressing cells, fluorescence antagonist assay. 290,000 tested, 1.1% active. inhibition, % at 4.4 µM; in the data active = inhibition above about 16%, passing the limit was not always enough;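 note: cells stimulated with the agonist NPW; 0% = agonist with vehicle and 100% = vehicle without agonist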
* marks the source's active call; other numbers are inactive results; x = no result given.

#	Structure	NALP1 inh	MEKK3 PB1 HTS	MEKK2 WT-MEK5	MEKK2 mut-MEK5	PHOSPHO1 block	PfM18AAP inh	OXTR ag	FID counter	GPR7 antag
1	CCC(C)c1ccccc1NC(=O)COC(=O)c1ccc2[nH]c3c(c2c1)CCCC3 (stereo unspecified)	21	98	113	-1	6	-2	-2.1	-9	-17
2	CCCN1CCN(S(=O)(=O)c2ccc(-c3cc(C)no3)s2)CC1	1	102	104	5	-21	-2	1.5	3	21
3	COc1ccc(CCN=C2SCC(=O)N2C)cc1OC	2	102	100	3	-6	-15	0.0	-9	-5
4	COc1ccccc1CNC(=O)[C@H](C)NC(=O)C1CCN(C(=O)[C@H](CCSC)NC(=O)OC(C)(C)C)CC1	22	103	103	5	23	5	-0.4	-48	-11
5	CC(C)C1=NOC(C(=O)N2CCC(N3CCC(C(=O)N4CCOCC4)CC3)CC2)C1 (stereo unspecified)	-11	104	86	-10	49	-7	1.4	-3	-6
6	Cc1ccc(-c2nnn(CC(=O)NCCc3ccc4c(c3)OCO4)n2)cc1	-7	106	107	4	6	4	0.0	-4	-8
7	Cc1ccc(-c2csc(NNC(=O)c3ccccc3)n2)cc1	31	104	102	0	-2	15	2.8	-8	-8
8	Cc1ccc(S(N)(=O)=O)cc1NC(=O)c1ccc2c3c(cccc13)CC2	-6	106	100	7	x	7	-0.9	-11	-6
9	COc1ccc(C[C@H]2CN3C(=NC[C@@H]3C(C)C)N2CCNC(=O)c2ccc(C)c(Br)c2)cc1	-11	103	154*	32	30	9	0.1	34	22
10	NC(=O)NC(=O)C(Nc1ccc2c(c1)CCC2)c1ccccc1 (stereo unspecified)	7	100	95	1	22	6	-0.1	-15	-5
11	COc1ccccc1N1CCN(C(=S)Nc2ccc(S(=O)(=O)N3CCOCC3)cc2)CC1	5	87	88	-14	-8	32*	9.2	-25	14
12	Cc1ccsc1/C=N/n1c(-c2ccccc2)n[nH]c1=S	12	101	99	0	-13	15	-2.1	-14	-5
13	CSc1ccc(C(=O)C2CCCN(C(=O)Cc3nonc3C)C2)cc1 (stereo unspecified)	4	102	97	-2	54	1	0.2	-15	11
14	Cc1ccc(OCC(=O)OC2CCCN(C)C2)cc1 (stereo unspecified)	-3	103	91	-5	3	-1	-0.3	2	-5
15	CCCOc1cccc(C(=O)NCCNC(=O)c2cnccn2)c1	-3	102	100	-5	-24	-2	0.0	-9	-4
16	CCCCCCCCN1[C@@H](CC(=O)OCC)c2cc(C(F)(F)F)ccc2S1(=O)=O	x	104	109	6	x	x	-1.0	x	x
17	CCN(C(=O)c1cc2c(=O)n3ccccc3nc2n1C)C1CCCCC1	13	102	101	-1	13	-1	3.0	-49	-9
18	COC(=O)c1cc(Br)ccc1NC(=O)CCNC(=O)c1ccco1	10	104	100	0	19	3	1.2	-23	-18
19	Cc1cccc(NC(=O)c2cnn(-c3ccccc3)c2C)c1C	11	102	108	0	49	4	-0.4	-17	10
20	CC(=O)Nc1ccc(NC(=O)[C@@H]2CCCN2S(=O)(=O)c2ccc3c(c2)OCCO3)cc1	9	108	103	-1	-21	2	-0.6	-17	-6
21	CCCCNC(=O)CCNS(=O)(=O)c1ccc(Br)cc1	23	104	101	0	-15	1	-0.6	-5	3
22	C/C(=N\NC(=O)CSCc1cccc(Br)c1)c1ccc([N+](=O)[O-])cc1	-8	90	90	-5	32	12	1.3	2	-6
23	COc1ccc(OC)c(NC(=O)c2cc(S(=O)(=O)N3CCCC3)cn2C)c1	11	99	101	2	-30	-6	-1.9	-23	-10
24	CC1(C)CC(=O)C(C=Nc2ccc3cn[nH]c3c2)=C(O)C1	15	103	105	4	-5	17	0.5	-9	-5
25	Cc1cc(C)c(C#N)c(SCCS(=O)(=O)Cc2ccc(Cl)cc2)n1	25	106	109	11	-1	1	0.2	-2	-11
26	Cc1ccc(S(=O)(=O)Cc2ccc(C(=O)NCc3ccc4c(c3)OCO4)o2)cc1	x	99	96	-2	0	2	5.6	-15	-5
27	O=C(COC(=O)/C=C/c1ccc(OC(F)F)cc1)NCCN1C(=O)CSC1=O	-2	97	99	-1	24	4	2.5	-7	-2
28	COc1ccc(CCC(=O)NCCc2ccc(OC)c(OC)c2)cc1	7	108	110	8	20	-2	-1.2	-23	-4
29	Cc1cc(=O)n2ccccc2c1C#N	46	102	101	7	2	12	0.6	0	1
30	O=C(O)c1cccc(Cn2cc(Cl)cn2)c1	-2	105	104	8	-1	6	0.5	5	-11
31	O=C(NCCCN1CCOCC1)c1ccccc1N1C(=O)[C@@H]2Cc3c([nH]c4ccccc34)C(c3cccc(Cl)c3)N2C1=O (stereo partly specified)	8	104	117	7	29	1	14	13	27*
32	CCN(CC)C(=O)Cn1cc(SCC(=O)NC2CCCC2)c2ccccc21	3	104	101	3	4	-1	-1.0	-9	-5
33	COc1ccc(C2C(C(=O)N3CCC(C(N)=O)CC3)CC(=O)N2c2ccc(OC)cc2)cc1 (stereo unspecified)	-2	96	92	-7	-8	-2	0.8	-10	-4
34	CCOc1cccc(SCc2noc(C(=O)NCC3CCCO3)c2C(=O)O)c1 (stereo unspecified)	12	106	106	5	50	-16	-1.1	-26	-3
35	Clc1ccc(CN2C3=NCCCN3c3ccccc32)c(Cl)c1	13	103	116	6	42	0	1.3	6	11
36	COC(=O)[C@@H]1CC(O)CN1C(=O)C12CC3CC(CC(C3)C1)C2 (stereo partly specified)	3	96	98	-1	24	-6	x	-8	6
37	COC(=O)c1ccc(NC(=O)Nc2ccccc2F)cc1	11	102	101	1	57	6	0.6	-3	9
38	Cc1ccc(NC(=O)c2cncc(Br)c2)cc1S(=O)(=O)N(C)C	35	96	98	-2	-35	-5	1.2	-11	-1
39	O=C1OCCC1Sc1nnc(-c2ccccc2)o1 (stereo unspecified)	-20	98	99	-1	19	5	0.5	-7	-3
40	CC(=O)N1CCc2c(sc(NC(=O)C3COc4ccccc4O3)c2C(N)=O)C1 (stereo unspecified)	14	104	112	6	42	-1	2.1	-17	2
41	OC(CN1CCCCC1)Cn1c2ccccc2c2ccccc21 (stereo unspecified)	32	103	113	4	-3	11	3.8	20	23
42	O=C(C1CCN(Cc2ccc(F)cc2)CC1)N(CCO)Cc1ccccc1	14	104	107	0	2	2	0.1	4	-2
43	Cc1cc(C(=O)N2CCN(C/C=C/c3ccccc3)CC2)no1	24	74	84	-8	28	5	1.2	-8	3
44	CN(C)c1ccc(-c2noc(C3CCN(S(=O)(=O)c4cccc(C(=O)O)c4)CC3)n2)cc1	18	98	100	1	46	-4	0.0	-28	5
45	Cc1c(Br)c(=O)oc2c(C)c(O)ccc12	26	107	104	-1	-22	-1	2.2	2	-13

Next section; it opens with the 3 that closed the last part.
#	Structure	NALP1 inh	MEKK3 PB1 HTS	MEKK2 WT-MEK5	MEKK2 mut-MEK5	PHOSPHO1 block	PfM18AAP inh	OXTR ag	FID counter	GPR7 antag
43	Cc1cc(C(=O)N2CCN(C/C=C/c3ccccc3)CC2)no1	24	74	84	-8	28	5	1.2	-8	3
44	CN(C)c1ccc(-c2noc(C3CCN(S(=O)(=O)c4cccc(C(=O)O)c4)CC3)n2)cc1	18	98	100	1	46	-4	0.0	-28	5
45	Cc1c(Br)c(=O)oc2c(C)c(O)ccc12	26	107	104	-1	-22	-1	2.2	2	-13
46	COc1ccc(S(=O)(=O)Nc2nc3ccccc3nc2Nc2ccc3c(c2)OCO3)cc1	19	95	91	-4	-14	4	-0.6	-4	17
47	CCCCCCNS(=O)(=O)c1ccc(Cl)s1	16	71	77	-11	-8	5	-2.0	-9	-8
48	Cc1cc(C)n(CC(O)Cn2c3ccc(Cl)cc3c3cc(Cl)ccc32)c(=O)n1 (stereo unspecified)	19	107	100	0	16	-6	6.4	-17	8
49	N#C/C(C(=O)N1CCOCC1)=C1\Nc2ccccc2S1	-2	99	93	-6	45	4	0.3	-4	-2
50	CCOCCCNC(=O)c1ccc(N2CCOCC2)c(NS(=O)(=O)c2ccc(OC)cc2)c1	16	97	102	1	12	-5	-0.4	-23	-5
51	O=C(Cc1cccs1)NNC(=S)NC(=O)c1ccc(F)c(F)c1	0	106	115	30	41	44*	-1.1	3	-10
52	CC(C(=O)Nc1cccc(S(=O)(=O)N2CCOCC2)c1)N1CCN(C/C=C/c2ccccc2)CC1 (stereo unspecified)	9	111	103	-1	-6	3	1.8	8	19
53	CN(C)c1ccc(/C=N/NC(=O)c2ccccn2)cc1	-61	86	90	-13	16	5	-0.6	-8	-5
54	CSc1nc2ccc(NS(=O)(=O)c3ccccc3F)cc2s1	16	100	97	-2	5	-3	1.1	-12	-1
55	CCN1CCN(C(=O)/C=C/c2c(F)cccc2Cl)CC1	17	107	101	-1	-2	0	-0.2	3	-2
56	N=C1S/C(=C\c2ccc(-c3ccccc3C(=O)O)o2)C(=O)N1c1ccc2c(c1)OCO2	12	87	91	-13	8	4	x	-22	-13
57	COc1c2c(nc3occc13)C(CCC(C)(C)O)(OC)C(O)CC2 (stereo unspecified)	11	105	104	2	-10	-5	0.6	1	-3
58	COC(=O)c1cccc(NC(=O)CSc2nnc(C)o2)c1	9	98	98	-2	30	-2	0.1	-4	-5
59	COc1ccc(/C=N/NC(=O)CNC(=O)c2ccc(S(=O)(=O)N3CCOCC3)cc2)c(OC)c1	36	102	101	2	-5	-1	-0.7	-14	-7
60	Cc1cc(C)nc(SCc2nnc(SCC(=O)Nc3nccs3)n2C)n1	4	116	107	1	-8	3	x	-2	3
61	O=c1c(C(c2ccc(Br)cc2)c2c(O)nc3n(c2=O)CCCS3)c(O)nc2n1CCCS2	1	106	107	-1	27	-5	-0.4	-18	-2
62	CCCCCCCc1c(C#N)c(N)[nH]c(=S)c1C#N	-14	102	96	-1	-122	-2	0.7	-8	-10
63	COC(=O)c1c(SCc2cccc3ccccc23)nc(=O)[nH]c1C	x	102	105	4	25	-1	-1.5	-18	-11
64	C=CCN1CCN(C(c2cccc(OC)c2OC)c2nnnn2CCC(C)C)CC1 (stereo unspecified)	4	104	105	4	2	2	-1.2	2	-4
65	Cc1ccc(N2CC(C(=O)Nc3nnc(SCc4ccccn4)s3)CC2=O)cc1 (stereo unspecified)	3	101	105	9	-20	7	0.5	-53	-6
66	COc1ccccc1NC(=O)c1csc2c1CCCC2	1	94	87	-17	27	-2	-2.3	-11	-12
67	Cc1ccccc1COC(=O)c1nn(-c2ccccc2)nc1N	1	99	97	-10	-5	3	-1.1	-16	12
68	O=C(c1ccco1)N(CCC(c1ccccc1)c1ccco1)Cc1ccccc1 (stereo unspecified)	31	90	87	-3	-7	5	-1.2	-45	0
69	c1ccc(CCNc2nc(-c3ccncc3)cs2)cc1	-15	100	99	0	24	2	-0.5	-13	4
70	CC(C)n1c(NCc2ccc(N(C)C)cc2)nc2ccccc21	33	102	103	-12	-14	7	-1.0	5	-14
71	O=C1CCCc2nn(-c3ccccc3)c(-c3ccncc3)c21	-23	94	94	0	2	6	-0.6	-5	-6
72	O=C(Cn1c(=O)sc2ccccc21)Nc1nc2c(s1)CCCC2	8	106	102	2	9	2	0.7	-18	-15
73	CC(=O)/C=C/c1ccccc1Oc1c(F)c(F)nc(F)c1F	-28	101	102	1	24	10	-2.0	-13	2
74	CCOc1cc(/C=C(\C#N)c2[nH]nc(N)c2C#N)ccc1O	12	94	95	-4	5	8	0.6	2	-9
75	COc1ccc(/C(O)=C2\C(=O)C(=O)N(c3cc(C)on3)C2c2ccccc2OC)cc1 (stereo unspecified)	4	102	101	1	-3	3	1.8	-31	-11

Screening data (PubChem BioAssay)
